KLK7 zymogen act: proKLK7 zymogen activators, primary screen, biochemical, fluorescence intensity | Kallikrein-7 (Homo sapiens), P49862 | purified proKLK7, EDANS-DABCYL substrate fluorescence; 100% is mature enzyme control, 0% vehicle | activation, % at 7 µM | 370,000 tested, 0.9% active | AID 652039, 2013;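 active means activation above the mean of all tested compounds plus 3 SD, computed per campaign excluding outliers beyond control limits, cut at about 13% in these data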
Target sequence (P49862 whole entry, looked up): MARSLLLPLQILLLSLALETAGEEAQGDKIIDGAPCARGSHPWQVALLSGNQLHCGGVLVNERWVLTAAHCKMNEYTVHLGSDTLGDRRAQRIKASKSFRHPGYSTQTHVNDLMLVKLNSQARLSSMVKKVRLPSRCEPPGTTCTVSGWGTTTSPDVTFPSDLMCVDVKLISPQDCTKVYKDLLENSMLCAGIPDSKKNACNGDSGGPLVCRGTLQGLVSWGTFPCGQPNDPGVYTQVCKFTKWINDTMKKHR
PRMT1 FP inh: PRMT1 methyltransferase inhibitors, primary screen, biochemical, fluorescence polarization; AID 652257, 2013; 370,000 tested, 1.3% active; Protein arginine N-methyltransferase 1 (Homo sapiens), Q99873; recombinant PRMT1, activity-based probe fluorescence polarization; inhibition, % at 2.79 µM;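 active means inhibition above about 21% made by adding two undisclosed values, limit read from the data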
DDE Tn7 FP inh: inhibitors of Tn7 peptide binding to fibrin DD(E), primary screen, biochemical, fluorescence polarization, human fibrin, Tn7 probe; 370,000 tested, 0.13% active; Fibrinogen beta chain (Homo sapiens), P02675; inhibition, % at 8.3 µM; FP displacement of FITC-Tn7 peptide from fibrin DD(E); 0% = median of compound wells per plate; AID 720508, 2013;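 active means inhibition above the mean of compounds falling within the control limits plus 3 SD of them, cut at about 14% in these data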;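 further: 0% = plate median of compound wells and 100% = 10 µM Aha-Tn7 peptide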
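Measure: % inhibition scaled between sample-field median and high-control FP; Test system: human fibrin DD(E); Quantity: 2 µM final DD(E) protein; Doses: one dose, 8.3 µM nominal; Schedule: compound with protein 10 min, then 3 h after probe, room temperature; Detection: fluorescence polarization; Medium: Tris buffer with calcium and detergent, pH 7.8.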
SIAE inh: human SIAE inhibitors, primary screen, biochemical, fluorescence polarization, FP-Rh probe, 1536-well HTS; inhibition, % at 9.66 µM; SIAE FP-Rh probe binding; Sialate O-acetylesterase (Homo sapiens), Q9HAT2; 370,000 tested, 0.69% active;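 active means inhibition above a cutoff: mean of compounds within the control limits plus 3 SD of those, cut at about 17% in these data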;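 further: 0% = plate median of compound wells and 100% = probe without SIAE protein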
MBD2 DNA inh: inhibitors of MBD2 binding to methylated DNA, primary screen, biochemical, TR-FRET, DNA-binding domain, human; MBD2 binding to methylated oligonucleotide; inhibition, % at 4.4 µM; Methyl-CpG-binding domain protein 2 (Homo sapiens), Q9UBB5; AID 686964, 2013; 370,000 tested, 0.31% active; in the data active means inhibition above about 13%
TDP2 absorb: human TDP2 enzyme inhibitors, primary screen, biochemical, epi absorbance, recombinant enzyme. 370,000 tested, 0.34% active. AID 720702, 2013. Tyrosyl-DNA phosphodiesterase 2 (Homo sapiens), O95551. T5PNP hydrolysis, p-nitrophenol absorbance 415 nm. inhibition, % at 12.8 µM;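 active means inhibition above the mean of all tested compounds plus 3 SD, set per campaign, cut at about 25% in these data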;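 further: 0% = DMSO with enzyme and 100% = buffer with substrate but no TDP2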
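Test system: Human TDP2 enzyme | Reagent: 5 mM T5PNP | Compound dosing: 12.8 µM single point, 1% DMSO | Incubation: Enzyme reaction with compound for 2 h at 37 °C | Technique: p-Nitrophenol epi absorbance | Read-out: % inhibition relative to enzyme-containing and enzyme-free wells | Benchmarks: High control without enzyme, low control DMSO plus TDP2 | Replicates: Singlicate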
TCR CD3 inh: inhibitors of human TCR-CD3 interaction, primary screen, biochemical, fluorescence, TAMRA-labeled TCR probe | T-cell receptor (TCR) | inhibition, % at 9.4 µM | 360,000 tested, 0.37% active; in the data active means inhibition above about 19%;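 further: recombinant mutant TCR 2C K166C tagged with TAMRA read by polarization; 0% = receptor in buffer alone and 100% = receptor with positive control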
DDE Tn6 FP inh: inhibitors of Tn6 peptide binding to fibrin DD(E), primary screen, biochemical, fluorescence polarization, human fibrin, Tn6 probe; inhibition, % at 8.3 µM; 370,000 tested, 0.21% active; Fibrin DD(E) TRITC-Tn6 fluorescence polarization displacement; Fibrinogen beta chain (Homo sapiens), P02675; AID 720509, 2013;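 active means inhibition above a per-campaign cutoff: mean of compounds within control limits plus 3 SD, cut at about 15% in these data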;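 further: 0% = median of all compound wells on the plate and 100% = blocking peptide control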
UHRF1 MBD2 ctr: UHRF1 methylated DNA binding inhibitors, primary screen, counter-screen for MBD2 inhibitor project, biochemical, TR-FRET, human UHRF1, single concentration | AID 687016, 2013 | UHRF1 binding to methylated oligo | inhibition, % at 4.4 µM | E3 ubiquitin-protein ligase UHRF1 (Homo sapiens), Q96T88 | 370,000 tested, 0.75% active; in the data active means inhibition above about 21%;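 further: UHRF1 SRA domain binding a hemimethylated CpG hairpin DNA probe; 0% = median of test compound wells and 100% = reference inhibitor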
Target sequence (Q96T88 whole entry, looked up, the tested form may be a part): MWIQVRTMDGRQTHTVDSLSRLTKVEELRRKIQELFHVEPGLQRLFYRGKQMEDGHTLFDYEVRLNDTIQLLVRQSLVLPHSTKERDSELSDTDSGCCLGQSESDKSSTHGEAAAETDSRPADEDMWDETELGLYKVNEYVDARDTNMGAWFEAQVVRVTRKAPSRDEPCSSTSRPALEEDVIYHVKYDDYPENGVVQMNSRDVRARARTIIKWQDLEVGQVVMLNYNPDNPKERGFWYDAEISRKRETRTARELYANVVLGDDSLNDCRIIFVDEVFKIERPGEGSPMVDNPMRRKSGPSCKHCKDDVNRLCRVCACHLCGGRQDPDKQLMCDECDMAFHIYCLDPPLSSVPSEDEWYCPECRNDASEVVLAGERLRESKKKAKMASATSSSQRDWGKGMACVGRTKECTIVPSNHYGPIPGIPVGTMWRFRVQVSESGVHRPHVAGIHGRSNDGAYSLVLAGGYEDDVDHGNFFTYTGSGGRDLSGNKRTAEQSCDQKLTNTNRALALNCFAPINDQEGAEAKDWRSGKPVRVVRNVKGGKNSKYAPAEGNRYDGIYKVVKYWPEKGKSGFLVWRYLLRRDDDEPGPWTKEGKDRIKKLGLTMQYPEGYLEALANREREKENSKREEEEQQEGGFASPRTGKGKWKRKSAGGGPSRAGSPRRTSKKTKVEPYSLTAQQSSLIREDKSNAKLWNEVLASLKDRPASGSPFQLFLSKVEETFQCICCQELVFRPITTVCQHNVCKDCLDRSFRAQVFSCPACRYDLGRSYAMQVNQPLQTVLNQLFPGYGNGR
LEDGF integ inh: blockers of LEDGF/p75-dependent integrase strand transfer – biochemical, TR-FRET, high throughput, primary screen; inhibition, % at 3.7 µM; TR-FRET IN-LEDGF/p75 DNA integration, Eu/Cy5; 370,000 tested, 0.64% active; HIV-1 integrase (with human LEDGF/p75);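 active means inhibition above the screen-wide mean plus 3 SD, cut at about 13% in these data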;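 further: signal is the Cy5 over europium emission ratio at 671 and 618 nm; 0% = plate median of compound wells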
Active calls of the source: *.

SMILES	KLK7 zymogen act	PRMT1 FP inh	DDE Tn7 FP inh	SIAE inh	MBD2 DNA inh	TDP2 absorb	TCR CD3 inh	DDE Tn6 FP inh	UHRF1 MBD2 ctr	LEDGF integ inh
COC(=O)c1cccc(NC(=O)c2nn(C(C)C)c(=O)c3ccccc23)c1	0.0	-2	6	5	7	-1	-6	1	0	2
COc1ccc(OCCCCN(C)Cc2ccccc2)cc1	-0.9	0	-2	-2	5	4	4	1	1	2
CN1C(=O)C(/C(N)=N/NC(=O)c2ccccc2)C2CC1(C)Oc1ccccc12 (stereo not drawn)	0.4	-4	2	4	0	-7	0	2	2	3
COc1cc(OC)cc(C(=O)Nc2ccc(N3CCN(C(=O)c4cccs4)CC3)cc2)c1	0.1	-3	-1	-2	-6	7	5	-4	-1	1
NC(=S)COc1ccccc1	-0.1	-1	2	4	0	-5	-4	1	-1	2
O=C(O)CC(NC(=O)OCc1ccccc1)c1ccccc1 (stereo not drawn)	0.1	0	-2	4	-4	0	4	6	-1	1
CC(C)(C)NC(=O)c1ccc(NC(=O)c2ccccc2-c2ccccc2C(=O)O)cc1	-0.7	4	3	6	-7	13	4	-2	-1	1
COc1cc2cc(CN(C(=O)NC3CCCCC3)C3CCCC3)c(=O)[nH]c2cc1OC	0.4	-2	6	-2	-2	7	6	-1	2	0
Cc1[nH]n(-c2cccc(Cl)c2)c(=O)c1-c1ccc(Cl)cc1	-0.6	-1	3	1	0	0	1	2	1	-1
O=C(NC1CCNCC1)C1CC1	-0.4	-1	1	-3	2	2	5	3	0	3
Cn1c(=O)cc(OCCCC(=O)NCc2ccc3c(c2)OCO3)c2ccccc21	0.5	-3	0	-1	4	7	5	-4	-4	-1
COc1ccc(C2/C=C\CN(CC(C)C)CC(=O)N2Cc2cccc(F)c2)cc1 (stereo not drawn)	0.6	0	-1	-3	3	-9	4	-6	-2	-1
COc1ccc(C(=O)COc2ccccc2C#N)cc1	0.4	2	3	-2	1	-6	5	0	7	0
COCCCn1cnc2c(c1=O)c1nc3ccccc3nc1n2-c1ccccc1	-4.8	2	-4	-8	8	-5	-8	-1	5	2
NC(=O)[C@@H]1CCCN1C(=O)[C@@H](Cc1ccccc1)NC(=O)[C@H]1O[C@@H](n2ccc(=O)[nH]c2=O)[C@H](O)[C@@H]1O	0.4	0	-4	49*	-1	0	6	-2	0	-1
CCN1CCN(c2cc(C)c3cc(NC(=S)N(C)Cc4ccccc4)ccc3n2)CC1	4.0	-1	4	5	5	2	-3	-7	1	-4
COc1ccccc1NNC(=O)C(O)(c1ccccc1OC)c1ccccc1OC	-0.1	-1	-2	4	-1	9	-1	2	-2	1
CN1CCN(c2nc3c(c(=O)n(C)c(=O)n3C)n2Cc2cccc3ccccc23)CC1	-0.4	0	0	-4	3	3	2	5	8	3
CC(C)CCN1CCNC(=O)C1CC(=O)NCCCN1CCOCC1 (stereo not drawn)	0.1	1	-1	-1	3	0	-4	0	-8	3
COc1ccccc1NC(=O)Nc1ccc2[nH]c(=O)[nH]c2c1	0.1	2	-6	4	-5	2	7	-5	-1	0
O=C(N/N=C/c1ccc2c(c1)OCO2)c1ccn(Cc2ccc(Cl)cc2)n1	-0.6	-4	-2	-3	-8	-13	-3	-2	1	1
O=C(Nc1ccc2[nH]c(=O)[nH]c2c1)c1cccc([N+](=O)[O-])c1	0.4	-7	-7	-4	1	-2	1	-7	1	-3
O=C(c1ccc2ccccc2c1)N1CCN(c2ccc(C(F)(F)F)cn2)CC1	-0.1	0	0	5	3	5	6	3	2	3
Cc1ccc(CNC(=O)C2CCN(S(=O)(=O)c3ccc4nc5c(c(C(=O)O)c4c3)CC(C)CC5)CC2)cc1 (stereo not drawn)	-0.4	9	-7	-7	-1	-8	-8	1	2	-4
Cc1ccc(NC(=O)CSc2nc(=O)n(CCCN3CCOCC3)c3c2CCCC3)cc1	0.1	-1	0	-3	3	4	1	-4	2	-3
NC12CC3CC(C1)CC(CO)(C3)O2	-0.7	-2	-6	-1	3	-4	1	-1	2	1
COc1cccc(C(=O)NC2CCCC2)c1	-0.2	1	1	-2	2	0	1	0	2	-4
O=[N+]([O-])c1ccccc1S(=O)(=O)N1CCN(CC2CC=CCC2)CC1 (stereo not drawn)	0.5	1	-1	-1	8	3	3	7	0	-3
COC(=O)c1cc(OC)c(OC)cc1NC(=O)c1ccc(OC)c(OC)c1	-5.2	-3	-10	-14	-6	-6	5	3	-6	0
N#CC1(Nc2ccc([N+](=O)[O-])cc2)CCCC1	-0.3	-6	-5	-3	-6	-18	2	2	-1	-3
Cc1ccc(C2=NNC(C(O)C(O)C(O)CO)S2)cc1 (stereo not drawn)	0.3	6	0	3	-1	3	-5	0	-1	0
CCOC(=O)c1c(NC(=O)C2CCCN(S(=O)(=O)c3ccc(C)cc3)C2)sc2c1CCCC2 (stereo not drawn)	-0.1	0	1	3	1	-6	1	0	1	-1
Oc1ccc(C2Nc3cccc4cccc(c34)N2)cc1	0.3	-5	-1	59*	-6	-3	8	5	-4	5
CCCC[C@@H]1C=C(C(=O)O)[C@H](c2ccc3c(c2)OCO3)N1S(=O)(=O)c1ccc(C)cc1	-0.1	2	1	-4	0	1	-1	6	1	3
COc1ccc(S(=O)(=O)N(C)CC(=O)N2CCC(C)CC2)cc1Cl	0.0	-1	0	1	5	-2	-1	7	0	1
CCCCCN(C(=O)CCC(=O)OCc1cccc(F)c1)c1c(N)n(CCCC)c(=O)[nH]c1=O	0.3	0	-7	-3	2	-8	-5	-3	3	-5
CCc1nc(CN2CCN(c3cc(C(F)(F)F)ccn3)CC2)c(C)[nH]1	0.4	-6	-4	10	3	0	-8	-1	18	3
COc1cc2ccccc2cc1C(=O)OCC(=O)NC1CCS(=O)(=O)C1 (stereo not drawn)	2.7	-3	-3	-7	1	-7	2	6	0	2
CCCCC(=O)Nc1ccc(NC(=O)C(C)C)cn1	0.3	-3	4	-2	3	5	5	5	-2	-2
C=CCn1c(-c2ccc(S(=O)(=O)N3CCOCC3)cc2)csc1=Nc1ccccc1	0.5	7	1	-2	4	-2	-4	0	2	3

Among those listed so far, 2 have a cyano group.
SMILES	KLK7 zymogen act	PRMT1 FP inh	DDE Tn7 FP inh	SIAE inh	MBD2 DNA inh	TDP2 absorb	TCR CD3 inh	DDE Tn6 FP inh	UHRF1 MBD2 ctr	LEDGF integ inh
COc1ccc(C(=O)COc2ccccc2C#N)cc1	0.4	2	3	-2	1	-6	5	0	7	0
N#CC1(Nc2ccc([N+](=O)[O-])cc2)CCCC1	-0.3	-6	-5	-3	-6	-18	2	2	-1	-3

Additional results:
SMILES	KLK7 zymogen act	PRMT1 FP inh	DDE Tn7 FP inh	SIAE inh	MBD2 DNA inh	TDP2 absorb	TCR CD3 inh	DDE Tn6 FP inh	UHRF1 MBD2 ctr	LEDGF integ inh
CCc1ccc(CNC(=O)CC2C(=O)NCCN2Cc2ccccc2F)nc1 (stereo not drawn)	1.8	4	-5	-1	-1	12	9	8	-3	0
Cc1ccc(C(=O)N/N=C/c2ccc3c(c2)OCO3)o1	1.9	-1	-1	2	6	-8	-5	-7	2	-2
CN1CCN(C(=O)C2CCN(S(=O)(=O)c3ccc4c(c3)oc(=O)n4C)CC2)CC1	0.5	3	-1	2	5	-12	-5	-3	0	-2
O=C(O)C1CCCN1S(=O)(=O)c1cc(Cl)ccc1Cl (stereo not drawn)	0.0	-3	3	-2	0	-2	-6	4	1	-1
CCOC(=O)c1[nH]c(C)c(CN(CCc2ccccc2)C(=O)CCC(=O)O)c1C	-1.7	-1	-6	4	-1	-15	2	-2	2	0
COc1ccc(CCNC(=O)C(=O)NCC2OCCN2C(=O)c2ccc(Cl)cc2)cc1OC (stereo not drawn)	0.9	-2	3	3	-8	-13	-2	-11	3	2
Cc1csc(NC(=O)CSc2nnc(-c3ccco3)n2C)n1	0.0	-2	2	2	0	-5	12	13	0	-3
CCCCC[C@H](C)N1C[C@@H](COCc2ccccc2)Oc2cc(N3CC[C@@H](N(C)C)C3)ccc2S1(=O)=O	-0.9	-2	-7	23*	-3	-1	1	-4	-2	6
CC(C)(C)OC(=O)NCCC(=O)N/N=C/c1ccc2ncccc2c1	0.6	-3	-1	6	-2	6	2	-3	-3	-4
O=C(Nc1c2c(nc3ccccc13)CCCC2)c1ccccc1Br	0.3	-1	-4	-3	4	9	3	8	-1	5
CC1(C)CC(O)C(C)(C)N1O (stereo not drawn)	-0.4	0	3	3	-2	8	4	6	3	-5
C=CCn1c(=N)n(CC(=O)OC)c2ccccc21	-0.6	1	9	-5	4	-5	-2	-2	1	-3

Sorted by value in KLK7 zymogen act (low to high): 3 of the compounds above.
Molecule | KLK7 zymogen act | PRMT1 FP inh | DDE Tn7 FP inh | SIAE inh | MBD2 DNA inh | TDP2 absorb | TCR CD3 inh | DDE Tn6 FP inh | LEDGF integ inh
CCCCC[C@H](C)N1C[C@@H](COCc2ccccc2)Oc2cc(N3CC[C@@H](N(C)C)C3)ccc2S1(=O)=O | -0.9 | -2 | -7 | 23* | -3 | -1 | 1 | -4 | 6
Cc1csc(NC(=O)CSc2nnc(-c3ccco3)n2C)n1 | 0.0 | -2 | 2 | 2 | 0 | -5 | 12 | 13 | -3
Cc1ccc(C(=O)N/N=C/c2ccc3c(c2)OCO3)o1 | 1.9 | -1 | -1 | 2 | 6 | -8 | -5 | -7 | -2

Source: PubChem BioAssay (The Scripps Research Institute Molecular Screening Center)
